# COUP-TFII inh: NR2F2 transcriptional activity inhibitors, primary screen, cell-based, luciferase reporter, HEK293T, luminescence; COUP transcription factor 2 (Homo sapiens), P24468; HEK293T NGFI-A luciferase reporter; inhibition, % at 8.6 µM; hit rate 0.7% among 370,000; AID 686940, 2013;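 active = inhibition above a per-plate cutoff, mean inhibition of test wells between control levels plus 3 SD, cut at about 38% in these data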;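 note: cells cotransfected with COUP-TFII expression vector driving the NGFI-A reporter; 0% = median of COUP-TF2 test wells and 100% = reporter-only cells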
# Target sequence (P24468 whole entry, looked up): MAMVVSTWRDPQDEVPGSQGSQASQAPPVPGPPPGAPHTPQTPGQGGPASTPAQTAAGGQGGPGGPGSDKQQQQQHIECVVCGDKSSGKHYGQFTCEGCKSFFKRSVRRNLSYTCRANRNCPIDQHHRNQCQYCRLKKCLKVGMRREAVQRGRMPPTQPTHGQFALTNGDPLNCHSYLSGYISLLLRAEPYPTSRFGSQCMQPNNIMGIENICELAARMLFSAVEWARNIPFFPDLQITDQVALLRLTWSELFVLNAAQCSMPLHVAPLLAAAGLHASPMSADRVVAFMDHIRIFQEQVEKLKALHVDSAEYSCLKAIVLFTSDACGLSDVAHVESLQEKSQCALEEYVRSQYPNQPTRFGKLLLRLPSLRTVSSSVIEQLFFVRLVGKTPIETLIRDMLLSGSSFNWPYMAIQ
# TWEAK Fn14 block: inhibitors of TWEAK-Fn14 signaling, primary screen, luciferase reporter cells, uHTS | TWEAK-stimulated Fn14 reporter cells, luciferase luminescence, 8 h | hit rate 2% among 360,000 | inhibition, % at 10 µM | AID 1159606, 2016; in the data active = inhibition above about 50%
# SRC1 inh: SRC1 coactivator transcriptional activity inhibitors, primary screen, cell-based, luminescence; Nuclear receptor coactivator 1 (Homo sapiens), Q15788; HEK293 GAL4-SRC1 luciferase reporter; inhibition, % at 3.6 µM; hit rate 0.12% among 360,000; AID 588354, 2011;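 active = inhibition above the campaign mean plus 3 SD, with each screening campaign given its own cutoff, cut at about 60% in these data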;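 note: 0% = DMSO treated cells and 100% = gossypol at 36 µM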
# LMP1 NFkB inh: EBV LMP1-driven NF-kappaB luciferase reporter inhibitors, primary screen, cell-based, luminescence, single point; LMP1-induced NF-kappaB luciferase reporter cells; inhibition, % at 12.5 µM; hit rate 0.69% among 350,000; in the data active = inhibition above about 41%;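 note: 0% = neutral control wells and 100% = reference inhibitor control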
# Shn3 3UTR inh: reduction of Shn3 3'UTR firefly luciferase signal, primary screen, Schnurri-3 inhibitor project, cell-based, Clone20 osteoblasts, set 2 | Clone20 osteoblast Shn3 3'UTR firefly luciferase, 24 h | inhibition, % at 12.5 µM | hit rate 0.52% among 360,000 | AID 588674, 2011;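 active = mean inhibition of at least 75% with every replicate also reaching 75%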;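 note: 0% = median of neutral control wells and 100% = pilot-screen positive control compound; some compounds past the cut are filed as inactive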
# LRH-1 inv ag: LRH-1 (NR5A2) inverse agonists, primary screen, cell-based, luminescence, HEK293T, StAR-luciferase reporter; LRH-1 transfected, 24 h; hit rate 0.13% among 360,000; AID 602396, 2012; inhibition, % at 3.6 µM; Nuclear receptor subfamily 5 group A member 2 (Homo sapiens), O00482;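 active = inhibition above the mean inhibition of all tested compounds plus 3 SD, cut at about 73% in these data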;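 note: 0% = DMSO wells and 100% = reporter-only cells lacking LRH-1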
# Target sequence (O00482 whole entry, looked up): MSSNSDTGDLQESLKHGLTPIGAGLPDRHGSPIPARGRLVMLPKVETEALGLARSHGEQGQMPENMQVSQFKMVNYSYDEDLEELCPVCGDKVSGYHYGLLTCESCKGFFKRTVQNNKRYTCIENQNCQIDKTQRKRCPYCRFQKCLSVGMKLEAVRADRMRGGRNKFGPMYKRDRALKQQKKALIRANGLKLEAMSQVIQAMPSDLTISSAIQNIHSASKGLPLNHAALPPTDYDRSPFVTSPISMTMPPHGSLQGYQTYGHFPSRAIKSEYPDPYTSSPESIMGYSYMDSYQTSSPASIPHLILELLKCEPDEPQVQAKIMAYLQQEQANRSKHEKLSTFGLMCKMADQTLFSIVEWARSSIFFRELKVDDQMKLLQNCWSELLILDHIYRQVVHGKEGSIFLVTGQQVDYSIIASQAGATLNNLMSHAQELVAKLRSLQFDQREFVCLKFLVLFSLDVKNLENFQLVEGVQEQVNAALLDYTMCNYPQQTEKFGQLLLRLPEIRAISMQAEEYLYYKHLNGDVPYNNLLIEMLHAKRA
# SRC3 inh: SRC3 coactivator transcriptional activity inhibitors, primary screen, cell-based, luminescence; Nuclear receptor coactivator 3 (Homo sapiens), Q9Y6Q9; HEK293 GAL4-SRC3 luciferase reporter; inhibition, % at 3.6 µM; hit rate 0.17% among 360,000; AID 588352, 2011;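 active = inhibition above a per-campaign cutoff, the mean of all compounds plus 3 SD, cut at about 60% in these data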;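 note: 0% = DMSO-treated cells and 100% = gossypol-treated cells at 36 µM; higher means less SRC3-driven luciferase light from the GAL4 reporter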
# KKLEB cytotox: cytotoxicity in KKLEB CF airway cells, primary screen, cytotoxicity control for CF NF-kB inhibitor project, cell-based, uHTS, fluorescence assay plates | KKLEB CF airway cells viability, ATPlite luminescence, overnight; stronger effect = lower value; cells stimulated with P. aeruginosa culture filtrate | activity change (cytotoxicity), % at 5 µM | AID 602141, 2011 | hit rate 0.36% among 360,000;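 active = corrected activity change at or below -50% at 5 µM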
# TROY NFkB inh: inhibitors of TROY-driven NF-kB signaling, primary screen, Q293 LMP1-TROYcd cells, NF-kB luciferase, uHTS. Q293 LMP1-TROYcd NF-kB luciferase reporter, 4 h. inhibition, % at 10 µM. hit rate 0.98% among 360,000;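 active = compounds whose plate-normalised and pattern-corrected inhibition of the luciferase reporter signal at the single screening dose is 50% or more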
# TRAIL sens C8: viability loss with TRAIL in NB7+C8 cells, primary screen, TRAIL sensitizer project, cell-based, ATPlite luminescence | hit rate 1% among 360,000 | inhibition (viability loss, TRAIL sensitization), % at 10 µM;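 active = compounds causing at least 50% loss of cell viability in the single-dose screen, relative to plate controls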
# CF NFkB block: inhibitors of PAF-induced NF-kB signaling, primary screen, cell-based, GFP fluorescence, uHTS; inhibition, % at 5 µM; hit rate 0.86% among 360,000; AID 588850, 2011; KKLEB NF-kB-GFP reporter, GFP fluorescence overnight;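 active = at least 50% inhibition at 5 µM, scaled per plate between neutral and stimulator controls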;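 note: PAF is a Pseudomonas aeruginosa culture filtrate used as stimulus; plate controls were PAF-stimulated DMSO wells for no effect and unstimulated DMSO wells for full effect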
# Starred values were filed as active, the others as inactive; . = not tested or not shown. These rows are one share of the data (hit frequency here may not be typical).
SMILES,COUP-TFII inh,TWEAK Fn14 block,SRC1 inh,LMP1 NFkB inh,Shn3 3UTR inh,LRH-1 inv ag,SRC3 inh,KKLEB cytotox,TROY NFkB inh,TRAIL sens C8,CF NFkB block
Cc1ccc(S(=O)(=O)N2CCN(C(=O)CSc3ccc(Cl)cc3)CC2)cc1,21.0,9.1,-3.1,7.9,5.2,10.8,-9.9,4.1,12.2,-21.0,2.8
CC(C)OC(=O)c1ccc(COC(=O)c2cccc(-c3nnc(-c4ccccc4)o3)c2)cc1,-3.4,-10.8,-25.3,1.0,-32.8,-55.0,-14.3,-7.2,-8.9,6.5,10.2
Fc1ccc2cc(-c3ccsc3)ncc2c1,-16.1,-15.3,-51.1,-27.3,-37.5,-34.1,-74.1,8.5,-98.3,1.1,-31.2
Cc1cc(C)c(NC(=O)COC(=O)C2=COCCO2)c(Cl)c1,-0.9,6.2,5.6,-13.5,-85.7,-6.1,-12.2,6.9,7.3,5.8,-7.1
Cc1ccc(S(=O)(=O)N2CCOCC2)cc1C(=O)OCC(=O)NC1CCCC(C)C1C (stereo unspecified),17.0,18.0,-9.1,-3.6,35.3,9.6,6.8,-4.9,0.4,-0.5,-7.5
Cc1cc(OCC(=O)N(Cc2ccccc2)C2CCS(=O)(=O)C2)ccc1Cl (stereo unspecified),8.8,-8.3,0.8,-7.9,-2.8,0.5,26.0,20.4,-1.2,2.9,-12.7
COc1ccccc1NC(=O)CN1CCN(C(=O)C2CCCO2)CC1 (stereo unspecified),-6.2,0.4,-36.1,-1.2,19.3,-0.3,3.9,12.0,1.0,-3.7,0.2
O=S(=O)(/N=C(/NNS(=O)(=O)c1ccccc1)c1ccccc1)c1ccccc1,4.4,-5.6,-4.0,-7.9,5.5,-15.3,-8.0,1.2,0.8,-1.3,4.3
O=C1CSC(c2ccccc2Cl)N1 (stereo unspecified),-7.8,-0.5,13.3,-2.2,3.4,9.4,3.4,13.5,12.7,-5.0,-14.6
CCCN(CC(=O)NC(=O)NC1CCCCC1)CC(=O)Nc1cc(Cl)ccc1Cl,11.6,10.2,-11.4,-8.0,-3.6,16.6,9.2,-10.8,6.9,-4.1,3.7
O=C(CN1C(=O)c2ccccc2S1(=O)=O)NCc1ccc2c(c1)OCO2,-5.8,-5.2,6.2,-11.7,-20.0,6.1,13.4,8.6,-12.3,-1.5,6.0
O=C(CN1CCCC1)N1CCCC(c2ccc(F)cc2)c2ccc(F)cc21 (stereo unspecified),-12.3,-15.5,12.2,-9.5,7.9,-5.2,13.7,15.3,15.6,6.2,-2.9
CC1CCCCC1NC(=O)/C(C#N)=C/C=C/c1ccccc1[N+](=O)[O-] (stereo unspecified),3.4,84.9*,-12.1,-117.5,-16.1,-0.7,15.6,-6.1,-4.7,25.5,-41.9
CC(=O)c1cccc(OCC(O)CNCC2CCCCC2)c1 (stereo unspecified),17.0,2.6,-10.2,1.8,-1.6,-6.4,-11.7,-17.2,19.4,-19.3,0.8
Cc1ccc(NC(=O)C2COc3ccccc3O2)cc1S(=O)(=O)N1CCCCC1 (stereo unspecified),1.5,41.4,-2.0,-7.2,-8.1,-4.7,1.9,-4.3,33.8,-0.3,26.4
Cc1cccc(CC2S/C(=N/c3ccccn3)NC2=O)c1 (stereo unspecified),-10.1,14.9,-16.1,-2.5,8.0,0.5,11.2,3.4,3.8,-6.0,-4.0
CC(=O)N1CCN(C(=O)COC(=O)c2oc3ccccc3c2C)CC1,-2.4,-18.1,-28.5,5.1,-13.6,11.7,-5.0,11.9,-14.1,-5.2,-28.6
CCCCN(C)CCCNC(=O)c1ccc(N2CCCC2=O)cc1,15.8,-4.5,-3.5,-3.3,-0.2,3.7,-12.1,5.7,25.3,-1.4,-2.6
Cc1cc(C(F)F)nn1CC(=O)NCc1ccc(Cl)cc1Cl,-13.4,-3.6,1.7,-6.0,-14.1,-14.2,8.0,-11.8,-11.9,12.4,-8.8
O=C(CSc1ncccn1)NCCc1ccccc1,-16.3,-3.8,-0.3,0.5,-17.9,6.0,-1.8,3.8,-18.4,14.4,-15.2

# Ordered by value in Shn3 3UTR inh (descending): 3 of the compounds above.
compound	Shn3 3UTR inh
O=C(CN1CCCC1)N1CCCC(c2ccc(F)cc2)c2ccc(F)cc21 (stereo unspecified)	7.9
CCCCN(C)CCCNC(=O)c1ccc(N2CCCC2=O)cc1	-0.2
O=C(CN1C(=O)c2ccccc2S1(=O)=O)NCc1ccc2c(c1)OCO2	-20.0

# (further entries)
SMILES,COUP-TFII inh,TWEAK Fn14 block,SRC1 inh,LMP1 NFkB inh,Shn3 3UTR inh,LRH-1 inv ag,SRC3 inh,KKLEB cytotox,TROY NFkB inh,TRAIL sens C8,CF NFkB block
COc1ccc(S(=O)(=O)Nc2ccc3cn[nH]c3c2)cc1C,-2.8,12.1,-34.3,1.1,5.4,16.3,0.0,-16.2,-7.3,-1.1,11.2
CCCC1=NN2C(=N)/C(=C\c3ccc(OCCOc4ccc(NC(C)=O)cc4)c(OC)c3)C(=O)N=C2S1,7.5,-28.0,-5.4,3.7,-1.3,-5.0,-5.8,6.9,5.3,-13.5,-20.4
CC(OC(=O)Cn1[nH]c(=O)c2ccccc2c1=O)C(=O)Nc1ccccc1[N+](=O)[O-] (stereo unspecified),-8.1,-7.7,-22.1,0.3,10.0,17.5,-1.1,24.8,-15.6,-24.1,-12.5
O=C(NCCCN1CCOCC1)c1ccccc1N1C(=O)[C@@H]2Cc3c([nH]c4ccccc34)C(c3ccc(F)cc3)N2C1=O (stereo partly specified),5.6,27.2,-3.5,-2.7,-2.7,-9.5,-7.4,-2.1,0.1,9.2,-11.2
COC(=O)c1cc(NC(=O)Cc2ccc(OC)c(OC)c2)cc(C(=O)OC)c1,6.8,8.9,-14.5,4.8,8.6,-2.7,19.9,-13.5,2.6,-3.3,-5.9
COc1ccc(/C(O)=C2/C(=O)C(=O)N(c3ncccn3)C2c2ccc(F)cc2)cc1 (stereo unspecified),11.8,1.8,-18.7,-6.2,6.0,5.8,11.8,-9.4,-10.3,1.6,-2.9
CCN(CC)S(=O)(=O)c1ccc(C)c(NC(=O)COC(=O)CN2C(=O)NC(C)(C)C2=O)c1,9.9,5.5,-8.2,1.0,-3.1,10.8,7.1,2.0,14.9,-2.6,-7.6
COc1cccc(CN2C[C@]34C=C[C@@H](C[C@@H]3S2(=O)=O)O4)c1,-7.3,-4.7,1.3,0.1,-25.6,8.1,4.3,10.4,-10.6,-12.6,12.7
O=C(CSc1nnnn1-c1ccc(O)cc1)c1cc2ccccc2o1,1.5,12.8,1.8,-9.8,6.8,15.8,15.8,-3.2,10.4,3.0,8.4
Cc1ccc(S(=O)(=O)N2C(=O)C(C)SC2=Nc2ccccc2)cc1 (stereo unspecified),10.1,7.5,-5.8,5.5,6.9,10.6,14.2,9.3,8.7,-5.6,-10.4
CC1=Nc2ccccc2/C1=C/c1sc(=O)n(CC(=O)N2CCCC2)c1O,9.9,25.8,-1.9,-9.6,11.0,18.5,13.5,-5.3,20.4,-11.6,-22.4
COc1ccc(N2C(=O)C(Cl)=C(N(CCO)Cc3ccccc3)C2=O)cc1,3.4,8.0,-6.8,-6.3,-9.2,28.3,-33.7,11.8,11.3,3.8,-16.4
Clc1ccc(-n2nnnc2-c2cnc3ccc(Cl)cc3c2-c2ccccc2)cc1,4.4,15.7,-124.5,-6.1,11.3,13.7,22.6,-11.5,21.3,8.2,11.4
O=S(=O)(c1cc(Cl)ccc1Cl)N1CCC2(CC1)OCCO2,-2.8,1.4,-0.9,-18.7,-17.3,7.1,-22.2,7.4,14.8,6.4,-3.4
CC(C)NC(=O)C1(C)CCN1C(=O)C(c1ccccc1)c1ccccc1 (stereo unspecified),3.4,13.9,13.2,.,-22.8,-7.3,-3.0,9.1,10.3,3.3,6.9
CC(OC(=O)CCCc1nc2ccccc2s1)C(N)=O (stereo unspecified),4.7,-1.9,-6.1,-1.1,.,-22.5,-3.0,12.7,2.8,5.4,-17.9
Cc1ccccc1CNS(=O)(=O)c1ccc2c(c1)OCCO2,-2.1,-0.7,-1.2,3.0,9.1,0.8,17.0,2.8,-10.0,-13.5,-2.8
Cc1cc(NC(=O)C2C3C(=O)N(CC4CCCO4)C(C(=O)NC(C)(C)C)C34C=CC2(C)O4)no1 (stereo unspecified),-0.4,5.7,-14.9,-1.0,-3.6,8.8,22.9,-1.9,-17.1,-7.2,-17.7
O=C(O)C1C2CCC(O2)C1C(=O)NCCC1=CCCCC1 (stereo unspecified),.,-18.6,-4.3,1.0,-3.6,-0.8,-0.6,1.0,24.0,-10.6,1.4
O=C1Nc2ccc(C(=O)O)c(O)c2C1=O,-10.0,-3.7,-3.9,0.2,-19.7,-2.9,3.9,10.5,-11.3,-18.8,-6.2
CCOC(=O)Cn1c(=O)oc2cc(S(=O)(=O)N(CCN(C)C)Cc3ccccc3)ccc21,-3.8,23.0,1.8,-8.8,0.3,5.8,3.7,-16.9,9.5,4.0,11.4
Cc1nc2c(C(=O)NCCC3=CCCCC3)c[nH]n2c(=O)c1Cl,-4.2,10.1,1.1,-0.7,-12.6,-20.5,4.1,-8.2,13.4,-0.1,5.2
Cc1cc(C)n2nnnc2c1C#N,10.0,-0.9,2.7,1.9,10.0,6.9,1.8,-10.8,-15.8,-14.7,-4.9
Cc1ccc(CNC(=O)C(=O)NCC2CCCN2S(=O)(=O)c2cccs2)cc1 (stereo unspecified),5.0,-9.7,-18.2,-0.1,13.9,19.7,-33.5,-6.9,3.3,-12.5,8.5
CC1(C(=O)NCCc2c[nH]c3ccccc23)CCN1CC1CCCCC1 (stereo unspecified),-3.4,5.5,11.7,.,21.1,21.8,-11.7,-2.7,0.8,0.8,11.8
CC(=O)Nc1cccc(C(=O)/C=C/c2cccs2)c1,-27.4,8.3,-21.8,4.6,-32.2,-16.7,7.6,-10.3,-47.8,-1.9,-6.5
N#Cc1c(-c2ccc(Cl)cc2)cc(-c2ccccc2)nc1SCC(=O)O,8.7,-3.9,0.0,1.3,6.9,2.8,6.7,-4.8,7.1,-6.1,-4.0
CCOc1ccccc1NC(=O)Cc1ccccc1OC,-11.2,13.6,4.9,4.9,0.5,-12.5,-4.6,-3.4,4.4,11.4,-10.5

# High-throughput results (PubChem)
